ASK1 primary: human ASK1 kinase inhibition, primary screen; Q99683; AlphaScreen MKK6 phosphorylation by ASK1, luminescence; inhibition, % at 7.44 µM; hit rate 0.99% among 22,000; AID 1159602; in the data active = inhibition above about 35%;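 note: 0% = median of compound wells and 100% = no enzyme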
Target sequence (Q99683 whole entry, looked up): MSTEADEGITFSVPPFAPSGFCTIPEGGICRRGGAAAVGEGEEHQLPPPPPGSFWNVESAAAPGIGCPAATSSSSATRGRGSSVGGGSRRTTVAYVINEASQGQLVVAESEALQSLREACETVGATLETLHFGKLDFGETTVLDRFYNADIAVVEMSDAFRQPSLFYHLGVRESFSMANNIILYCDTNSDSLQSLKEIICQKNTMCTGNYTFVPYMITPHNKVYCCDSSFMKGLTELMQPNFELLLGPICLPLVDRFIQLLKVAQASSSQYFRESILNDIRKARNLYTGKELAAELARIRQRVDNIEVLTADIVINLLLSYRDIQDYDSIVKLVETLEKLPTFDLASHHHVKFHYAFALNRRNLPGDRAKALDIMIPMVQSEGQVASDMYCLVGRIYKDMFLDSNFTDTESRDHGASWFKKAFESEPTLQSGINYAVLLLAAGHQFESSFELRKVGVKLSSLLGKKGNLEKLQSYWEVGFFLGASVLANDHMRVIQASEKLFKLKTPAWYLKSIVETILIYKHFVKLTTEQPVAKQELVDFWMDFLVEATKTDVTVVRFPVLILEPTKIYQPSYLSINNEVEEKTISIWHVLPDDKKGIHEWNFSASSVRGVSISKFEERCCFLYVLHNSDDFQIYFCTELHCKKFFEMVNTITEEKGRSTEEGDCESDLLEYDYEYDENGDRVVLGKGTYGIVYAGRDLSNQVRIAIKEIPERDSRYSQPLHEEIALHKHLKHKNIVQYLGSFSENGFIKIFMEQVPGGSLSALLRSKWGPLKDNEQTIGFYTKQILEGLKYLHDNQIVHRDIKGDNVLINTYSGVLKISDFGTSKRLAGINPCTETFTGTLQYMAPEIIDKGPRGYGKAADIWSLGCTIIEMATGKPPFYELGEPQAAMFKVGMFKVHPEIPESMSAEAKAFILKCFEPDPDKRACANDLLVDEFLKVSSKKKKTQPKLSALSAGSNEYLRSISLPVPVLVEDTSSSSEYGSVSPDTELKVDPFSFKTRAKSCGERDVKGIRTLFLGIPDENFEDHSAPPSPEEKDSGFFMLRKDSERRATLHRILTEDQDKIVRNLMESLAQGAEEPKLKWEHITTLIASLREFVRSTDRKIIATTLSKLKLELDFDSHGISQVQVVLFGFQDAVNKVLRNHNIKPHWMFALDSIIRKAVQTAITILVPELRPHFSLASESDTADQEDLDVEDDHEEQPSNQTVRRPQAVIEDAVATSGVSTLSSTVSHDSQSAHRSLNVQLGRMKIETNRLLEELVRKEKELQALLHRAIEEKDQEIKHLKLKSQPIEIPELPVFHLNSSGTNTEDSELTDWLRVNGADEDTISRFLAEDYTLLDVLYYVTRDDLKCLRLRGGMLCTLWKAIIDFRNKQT
ULK1 primary: human ULK1 kinase inhibition, primary screen; O75385; AlphaScreen Atg13 phosphorylation by ULK1, luminescence; inhibition, % at 5.96 µM; hit rate 1.9% among 30,000; in the data active = inhibition above about 43%;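 note: 0% = median of compound wells and 100% = no enzyme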
* marks the source's active call; other numbers are inactive results; nt = no result given; & = joins results of further samples.

Below each compound – ASK1 primary, ULK1 primary
> O=S(=O)(NCCc1csc(-c2cccc(F)c2)n1)c1cccc(F)c1
    nt, -27
> CC(C)n1cnc2c(NCc3nc4ccccc4[nH]3)nc(Nc3cccnc3)nc21
    9, 36
> COc1cc(Nc2nc(N3CCN(c4ccccn4)CC3)nc3c2ncn3Cc2ccc(C(F)(F)F)cc2)cc(OC)c1OC
    27, -16
> CCN(CC)C(=O)C1CCCN(c2ncc(C)c(Nc3ccccc3)n2)C1 (centres undefined)
    6, 5
> c1cnc2ccc(Nc3nccc(NCCN4CCOCC4)n3)cc2c1
    0, -6
> CCCNC(C)C(=O)Nc1ccccc1C (centres undefined)
    nt, 8
> COc1ccc2c(c1)CC(c1nc3ccc(-c4cn[nH]c4)cc3o1)CO2 (centres undefined)
    17, 7
> Cc1cc(NC2CC2)nc(Nc2nccc3ccccc23)n1
    -4, -5
> COc1ccc(-c2nc(NCCc3ccc(O)cc3)c3[nH]cnc3n2)cc1
    3, -26
> CC(C)n1cnc2c(NCCOc3ccccc3)nc(-c3ccc(C(=O)N4CCN(C)CC4)cc3)nc21
    -3, 5
> CSC(=NC#N)SC
    nt, 1
> COc1cc(OC)nc(Sc2cccc(F)c2C(=O)N[C@@H](C)C(=O)O)n1
    nt, 1
> CCOc1c(C)cnc2c1c(=O)n(CC(=O)OC)c(=O)n2C
    nt, 4
> FC(F)(F)c1cccc(CNc2cc(Nc3ccncc3)ncn2)c1
    0, 6
> O=C(O)C(S)C(S)C(=O)O (centres undefined)
    nt, -14
> NC(=O)c1ccc(-c2cccc(C(=O)Nc3ccc(Oc4ccccc4)cc3)c2)cc1
    14, -25
> COC(=O)C1=C(C)NC2=C(C(=O)CC(c3ccccc3)C2)C1c1ccccc1[N+](=O)[O-] (centres undefined)
    nt, 9
> O=C(CN1C(=O)c2ccccc2C1=O)N1CCN(C(c2ccccc2)c2ccccc2)CC1
    nt, 1
> CS(=O)(=O)c1ccc2c(c1)NC(=O)CN2C(=O)Cc1ccccc1
    nt, -3
> COc1ccc(CCNc2nc(-c3c(C)noc3C)nc3c2ncn3Cc2ccc(C(F)(F)F)cc2)cc1
    -4, -16

An excerpt taken from the entries so far, as a working copy:
Below each compound – ASK1 primary, ULK1 primary
> O=C(CN1C(=O)c2ccccc2C1=O)N1CCN(C(c2ccccc2)c2ccccc2)CC1
    nt, 1
> CS(=O)(=O)c1ccc2c(c1)NC(=O)CN2C(=O)Cc1ccccc1
    nt, -3
> COc1ccc(CCNc2nc(-c3c(C)noc3C)nc3c2ncn3Cc2ccc(C(F)(F)F)cc2)cc1
    -4, -16

The listing continues.
Below each compound – ASK1 primary, ULK1 primary
> O=C(Cc1cn(-c2ccc(N3CCN(c4ccccn4)CC3)nn2)c2ccccc12)NCCc1ccc(O)cc1
    3, 17
> NC(=O)c1ccc(-c2nc(NCCCN3CCCC3=O)c3ncn(-c4ccsc4)c3n2)cc1
    6, 7
> CCN(CC)C(=O)C1CCCN(c2cc(C(=O)NCCCN3CCCC3=O)ccn2)C1 (centres undefined)
    -13, -1
> CC(=O)Nc1ccc(NC(=O)c2cc(N3CCN(Cc4ccc5c(c4)OCO5)CC3)nc3ccccc23)cc1
    20, 19
> NC(CSCC(=O)O)C(=O)O (centres undefined)
    nt, 10
> Nc1nc(Nc2ccc3c(c2)OCO3)cc(NC2CCN(Cc3ccccc3)CC2)n1
    13, 17
> Nc1cccc(-c2cc(NCCOc3ccccc3)nc(N)n2)c1
    9, -2
> O=C(NCCc1ccc(O)cc1)c1ccc2nc(NC3CCN(Cc4ccccc4)CC3)sc2c1
    16, -9
> O=C([C@H](O)c1cccc(Cl)c1)N1CCN(c2ccc3[nH]ncc3c2)CC1
    -15, -2
> COc1ccc(-c2nc(NCc3cccc(C(F)(F)F)c3)c3ncn(-c4ccsc4)c3n2)cc1
    4, -10
> O=C(Nc1ccc2[nH]ncc2c1)C1CCN(C(=O)[C@H](O)CSc2ccc(Br)cc2)C1 (some centres undefined)
    -3, 7
> Nc1nc(NCCO)cc(-c2ccc(N3CCOCC3)nc2)n1
    7, -3
> CC(C)n1cnc2c(Nc3ccc(N4CCOCC4)cc3)nc(Nc3cccc(N(C)C)c3)nc21
    35, 20
> O=C(NCCO)c1cc(N2CCc3ccccc3C2)nc2ccccc12
    -7, 1
> CC(C)n1c(Nc2ccc(N3CCOCC3)cc2)nc2c(NCc3cccc(C(F)(F)F)c3)ncnc21
    9, -54
> O=C(NCc1cccnc1)c1ccc2nc(N3CCC(N4CCOCC4)CC3)sc2c1
    4, -14
> Cc1cnc(N2CCC(N3CCOCC3)CC2)nc1NCCCN1CCCC1=O
    -1, -1
> CC(=O)O[C@H]1C(=O)[C@@]2(C)[C@H]([C@H](OC(=O)[14c]3[14cH][14cH][14cH][14cH][14cH]3)[C@]3(O)C[C@H](OC(=O)[C@H](O)[C@@H](NC(=O)c4ccccc4)c4ccccc4)C(C)=C1C3(C)C)[C@]1(OC(C)=O)CO[C@@H]1C[C@@H]2O
    nt, -2
> C/C(CC(=O)Nc1cccc2c1CCCC2)=N\NC(=O)c1ccccc1C
    nt, -3
> Cc1cnc(-c2ccc(C(N)=O)cc2)nc1NCc1cccnc1
    3, -2
> c1ccc2[nH]c(CNc3nc(N4CCC(N5CCOCC5)CC4)nc4c3ncn4C3CCCCC3)nc2c1
    -8, -8
> NC(=O)c1ccc(-c2cc(Nc3ccc(N4CCOCC4)cc3)ncn2)cc1
    3, 0
> NC(C(=O)N1CCC(Nc2ccc3[nH]ncc3c2)CC1)c1cccc(F)c1 (centres undefined)
    -38, 9
> COc1cc(NC(=O)c2cc(Cl)nc(-n3cc(NC(=O)Cc4ccccc4)cn3)c2)ccc1N1CCOCC1
    -5, -16
> CCN1CCCC1CNC(=O)c1cc(S(=O)(=O)CC)c(N)cc1OC (centres undefined)
    nt, -4
> c1cc(-n2cnc3c(NCCN4CCOCC4)nc(N4CCN(Cc5ccc6c(c5)OCO6)CC4)nc32)cs1
    21, -16
> Cc1cc(NCc2cccc(C(F)(F)F)c2)nc(Nc2ccccn2)n1
    -3, -16
> CCc1cc(=O)n(CC(=O)NCc2ccccc2)c(-n2nc(C)cc2C)n1
    nt, -10
> c1cn(-c2ccc(Nc3nccc(NC4CC4)n3)cc2)cn1
    -4, 3
> O=C(CCCN1CCC(O)(c2cccc(C(F)(F)F)c2)CC1)c1ccc(F)cc1
    nt, 2
> Nc1cccc(-c2nc(NCCCN3CCCC3=O)c3ncn(-c4ccccc4)c3n2)c1
    -19, -21
> CCN(CC)C(=O)C1CCCN(c2ncc(C)c(NCCO)n2)C1 (centres undefined)
    -4, -1
> CCN(CC)C(=O)C1CCCN(c2nc(C)cc(NCCOc3ccccc3)n2)C1 (centres undefined)
    -3, -1
> Cc1cnc(Nc2nccc3ccccc23)nc1N
    -4, -4
> COc1nc(NCc2nc3ccccc3[nH]2)nc(-c2c(C)noc2C)n1
    -11, 5
> CCS(=O)(=O)c1cccc(-c2ccnc(Nc3ccc(S(N)(=O)=O)cc3)n2)c1
    -8, 30
> COc1cc2nc(NCc3cccnc3)nc(NCc3nc4ccccc4[nH]3)c2cc1OC
    9, -3
> NC(=O)c1ccc2c(c1)CC(c1nc3ccc(-c4ccnc(N)n4)cc3[nH]1)CO2 (centres undefined)
    17, 21
> COc1ccc(CCNc2ncnc3nc(Nc4ccc(-n5ccnc5)cc4)[nH]c23)cc1
    13, -2
> Cc1nc(NCc2ccncc2)cc(-c2ccccc2F)n1
    nt, -7

The final 6 compounds of the part before come first, to join the parts:
Below each compound – ASK1 primary, ULK1 primary
> COc1nc(NCc2nc3ccccc3[nH]2)nc(-c2c(C)noc2C)n1
    -11, 5
> CCS(=O)(=O)c1cccc(-c2ccnc(Nc3ccc(S(N)(=O)=O)cc3)n2)c1
    -8, 30
> COc1cc2nc(NCc3cccnc3)nc(NCc3nc4ccccc4[nH]3)c2cc1OC
    9, -3
> NC(=O)c1ccc2c(c1)CC(c1nc3ccc(-c4ccnc(N)n4)cc3[nH]1)CO2 (centres undefined)
    17, 21
> COc1ccc(CCNc2ncnc3nc(Nc4ccc(-n5ccnc5)cc4)[nH]c23)cc1
    13, -2
> Cc1nc(NCc2ccncc2)cc(-c2ccccc2F)n1
    nt, -7
> CN(CCOc1cc(-c2cn[nH]c2)ccc1NC(=O)C1COc2ccc(F)cc2C1)Cc1ccccc1 (centres undefined)
    24, 17
> O=C(NCCCN1CCCC1=O)c1csc(Nc2ccccc2)n1
    -2, 20
> O=C(NCCN1CCOCC1)c1cccc(Nc2ccc(N3CCOCC3)cc2)n1
    2, 8
> Cc1ccc(C(C)C)c(OCC(=O)NNC(=O)COc2ccc(Cl)cc2)c1
    nt, -19
> C#CCN1CCN(c2c(Cl)cccc2NC(=O)c2ccc(Br)o2)CC1
    4, 5
> CC(=O)Nc1ccc(NC(=O)c2cc(Nc3ccnn3C)nc3ccccc23)cc1
    18, 1
> COc1cc2nc(-c3ccccc3)nc(NCc3cccc(C(F)(F)F)c3)c2cc1OC
    -8&-4, -57&5
> c1ccc(Oc2ccc(Nc3cc(N4CCc5ccccc5C4)ncn3)cc2)cc1
    9, 5
> COc1ccc(-c2nc(NCCCN3CCCC3=O)c3ncn(Cc4ccc(C(F)(F)F)cc4)c3n2)cn1
    -8, -28
> O=C(N[C@H](Cc1ccccc1)c1nc(-c2ccncc2)n[nH]1)c1cccs1
    7, 7
> COc1cc(Nc2nc(NCc3ccccc3)c3[nH]cnc3n2)cc(OC)c1OC
    -19, 67*
> CC(C)(C)OC(=O)NC1CCN(c2ccnc(NC(=O)Cc3ccc4c(c3)OCO4)c2)CC1
    0, 0
> O=C1CCCN1CCCNc1nc(Nc2ccc(N3CCOCC3)cc2)nc2c1ncn2C1CCCCC1
    7, -5
> c1ccc(Nc2cc(NCc3ccc4c(c3)OCO4)ncn2)cc1
    -6, -15
> Cc1ccc(-c2cnc(NC3CCCCC3)nc2)cc1
    nt, -2
> COc1ccc(-c2nc(Nc3ccc(Oc4ccccc4)cc3)c3ncn(C4CCCCC4)c3n2)cn1
    -1, 2
> Nc1ncnc2c1ncn2[C@@H]1O[C@H](CO)[C@@H](O)[C@H]1O
    nt, 16
> NC(=O)c1ccc(-c2nc(C(=O)NC3CCN(Cc4ccccc4)CC3)cs2)cc1
    -19, 18
> Cn1ccc2cc(-c3cc(NCCCN4CCCC4=O)ncn3)ccc21
    17, 1
> CCN(CC)c1nc(NCCCN2CCCC2=O)nc(NCCN2CCOCC2)n1
    0, 0
> Cc1cccc(COC(=O)Nc2ccc(-c3cn[nH]c3)cc2OCCN2CCOCC2)c1
    15, -14
> COc1cc2nc(-c3ccc(N4CCOCC4)nc3)nc(NCc3ccccc3)c2cc1OC
    7, -3
> COc1ccc2c(c1)CC(C(=O)Nc1ccc(-c3cn[nH]c3)cc1OCCN(C)Cc1ccccc1)CO2 (centres undefined)
    5, -32
> O=C(Nc1ccc2[nH]ncc2c1)[C@H]1CCCN1C(=O)C(O)c1ccc(F)cc1 (some centres undefined)
    3&10, 12&7
> CC(C)N(CCNc1nc(Nc2nc3ccccc3n2C)nc2c1ncn2Cc1ccc(C(F)(F)F)cc1)C(C)C
    5, -10
> CCCNC(=O)c1cnc(-c2ccc(C(=O)NC3CC3)cc2)s1
    -1, 10
> Cc1nn(C)c(C)c1-c1nc(C(=O)NCc2nc3ccccc3[nH]2)cs1
    0, 29
> O=C1CCCN1CCn1cnc2c(NC3CC3)nc(Nc3ccc4ncccc4c3)nc21
    5, -3
> NC(=O)c1ccc(-c2cc(C(=O)Nc3ccccc3)ccn2)cc1
    0, -1
> COc1cc(Nc2ccnc(NCc3cccnc3)n2)cc(OC)c1OC
    -12, -6
> CC(=O)c1cccc(-c2ccc(C(=O)NCc3nc4ccccc4[nH]3)s2)c1
    -15, 14
> Cc1ccc(-c2ncn(-c3ccc(Nc4cc(-n5cnc(Nc6ccccc6)n5)c(F)cn4)cc3)n2)cn1
    -5, 10
> CC(C(=O)O)c1ccc2c(c1)[nH]c1ccc(Cl)cc12 (centres undefined)
    nt, -18
> COc1cc2nc(Nc3ccccn3)nc(Nc3ccc(N4CCOCC4)cc3)c2cc1OC
    9, -9
> COC(=O)C(Cc1ccccc1)NC(=O)C(N)CC(=O)O (centres undefined)
    nt, 3
> Nc1cccc(-c2nc(NCCN3CCOCC3)c3[nH]cnc3n2)c1
    -15, 12
> COc1cc(N2CCOCC2)ccc1Nc1cc(Nc2ccccc2C(=O)N(C)C)c(C(F)(F)F)cn1
    7, 74*
> Cc1nn(C)c(C)c1-c1nc(NC2CC2)c2ncn(C3CCCCC3)c2n1
    12, 5
> COc1ccc(CCNC(=O)c2cnc(Nc3cccc(N(C)C)c3)s2)cc1
    8, 10
> c1cc2c(cc1-c1noc(C3CCNCC3)n1)OCO2
    nt, 1
> Cn1c(Nc2cc(C(=O)NCc3nc4ccccc4[nH]3)ccn2)nc2ccccc21
    -10, -1
> CC(=O)Nc1ccc(NC(=O)c2csc(N3CCCC3CO)n2)cc1 (centres undefined)
    -16, 21
> Cn1c(-c2ccc3c(c2)OCO3)cnc1NCc1ccccc1Cl
    nt, -6
> CCN(CC)C(=O)C1CCCN(c2nc(NCc3nc4ccccc4[nH]3)c3ncn(C(C)C)c3n2)C1 (centres undefined)
    -11, -1
> c1ccc(-c2nc(NC3CC3)c3[nH]cnc3n2)cc1
    0, 4
> COc1cccc(CNC(=O)c2cn3ccc(-c4ccncc4)cc3n2)c1
    6, -6
> CC(=O)Nc1ccc(Nc2nc(N3CCc4ccccc4C3)nc3c2ncn3Cc2ccc(C(F)(F)F)cc2)cc1
    3, -11
> O=C(O)c1ccccc1C(=O)Nc1ccc(S(=O)(=O)N2CCOC3CCCCC32)cc1 (centres undefined)
    nt, -2
> Cc1ncn(-c2ccc(Nc3ncc(Cl)c(-c4cnn(C)c4)n3)cc2)n1
    -78, 66*
> COc1cc(Nc2cc(Nc3nc4ccccc4n3C)nc(N)n2)cc(OC)c1OC
    11, -35
> O=C(Nc1ccc2ccccc2c1)c1ccc(I)o1
    nt, -31
> COc1cc(Nc2cc(-c3ccc(C(N)=O)cc3)nc(N)n2)cc(OC)c1OC
    -6, -12

Screening data from PubChem.
